zVAD death inh = L929 zVAD cell death inhibition | actives 0.38% (n = 220,000) | viability rescue, % at 10 µM | L929 zVAD necroptosis rescue, ATP luminescence, 24 h; with zVAD 60 µM;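 active means activation, scaled between plate controls, above about 75%, limit read from the data; inactive means activation under that limit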;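 further: 0% = zVAD with DMSO and 100% = DMSO alone without zVAD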
thrombin 1536 = blocks human thrombin protease activity; P00734; alpha-thrombin, Boc-VPR-AMC fluorogenic substrate cleavage; inhibition, % at 5 µM; actives 0.26% (n = 220,000); AID 1046;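 active means inhibition at or above 40%; inactive means inhibition below 40%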;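 further: 0% = enzyme with no compound and 100% = wells without enzyme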
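signal = AMC fluorescence, 355/460 nm | material = human alpha-thrombin enzyme | control set = enzyme without compound as high, wells lacking enzyme as low | times = reaction at room temperature | read-out basis = percent inhibition scaled between no-compound controls and no-enzyme blanks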
FXIa inh 1536 = blocks human coagulation factor XIa protease activity | P03951 | AID 798 | inhibition, % at 5 µM | actives 0.14% (n = 220,000) | purified FXIa, Boc-Glu-Ala-Arg-AMC fluorogenic substrate;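 active means inhibition of at least 40%; inactive means inhibition below 40%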;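 further: fluorescence of freed AMC excited at 355 nm; 0% = enzyme without compound and 100% = no enzyme blank; many of its hits are not listed in these tables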
Rad51 HR inh = blocks human Rad51 in homologous recombination; Q06609; hRad51 DNA strand exchange, fluorescence dequenching; inhibition, % at 10 µM; actives 0.085% (n = 200,000);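 active means inhibition above 40% at the single screening dose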;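 further: 0% = DMSO control wells and 100% = blanks with heterologous ssDNA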
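Material: human Rad51–ssDNA filaments; Probe or stimulus: labelled 47-mer dsDNA for strand exchange; Doses: single 10 µM dose; Incubation: 37 °C 15-min filament assembly, 30-min compound preincubation, 15-min exchange; Technique: FRET fluorescence dequenching, excitation 485 nm, emission 520 nm; Measure: Fluorescence-based percent inhibition, control- and blank-normalised; Benchmarks: plate control and blank wells.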
KLK5 inh = blocks human kallikrein 5 protease activity; Q9Y337; recombinant hK5, fluorogenic AMC substrate cleavage; inhibition, % at 5 µM; actives 0.59% (n = 210,000); AID 873;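 active means inhibition of 40% or more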;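 further: 0% = enzyme controls without compound and 100% = no-enzyme blanks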
Target sequence (Q9Y337 67-293 limits assumed): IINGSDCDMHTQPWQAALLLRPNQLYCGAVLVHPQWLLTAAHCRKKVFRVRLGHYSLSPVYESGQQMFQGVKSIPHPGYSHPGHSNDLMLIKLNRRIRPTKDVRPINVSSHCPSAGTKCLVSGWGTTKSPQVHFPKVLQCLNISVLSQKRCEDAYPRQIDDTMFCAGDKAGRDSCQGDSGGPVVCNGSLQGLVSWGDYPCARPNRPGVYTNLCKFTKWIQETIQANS
Hck-Nef inh = blocks Nef-activated human Hck kinase | P08631 | Recombinant Hck-YEEI plus Nef, Z-Lyte FRET kinase assay | inhibition, % at 20 µM | actives 0.68% (n = 220,000) | AID 463187;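 active means Hck-Nef kinase inhibition above about 50%, limit read from the data; inactive means inhibition below that limit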;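 further: 0% = DMSO with Hck plus Nef and 100% = Hck alone without Nef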
Target sequence (P08631 whole entry, looked up): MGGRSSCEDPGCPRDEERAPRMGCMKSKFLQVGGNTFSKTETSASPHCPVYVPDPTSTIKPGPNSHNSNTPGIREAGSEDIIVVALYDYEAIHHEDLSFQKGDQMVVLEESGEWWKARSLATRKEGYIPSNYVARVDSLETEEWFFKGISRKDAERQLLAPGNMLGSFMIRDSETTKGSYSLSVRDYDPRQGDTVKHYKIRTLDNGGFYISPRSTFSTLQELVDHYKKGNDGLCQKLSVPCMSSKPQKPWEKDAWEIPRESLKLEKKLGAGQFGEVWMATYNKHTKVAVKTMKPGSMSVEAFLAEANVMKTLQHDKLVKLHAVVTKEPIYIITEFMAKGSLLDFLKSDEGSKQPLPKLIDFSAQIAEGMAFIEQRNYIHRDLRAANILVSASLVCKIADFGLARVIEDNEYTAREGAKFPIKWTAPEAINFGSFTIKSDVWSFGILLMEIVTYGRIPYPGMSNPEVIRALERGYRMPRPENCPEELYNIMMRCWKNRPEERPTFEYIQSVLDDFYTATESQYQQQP
TNF death inh = blocks TNF-alpha induced death of Jurkat FADD-/- cells; Jurkat FADD-/- TNF necroptosis rescue, ATP luminescence, 24 h; 0 = TNF only, 100 = no-TNF cells; activation (protection from cell death), % at 10 µM; actives 0.068% (n = 220,000); AID 463075;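 active means activation, meaning protection from cell death, of at least 50% relative to plate controls; inactive means activation below 50%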;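 further: necroptosis triggered by 40 ng/mL TNF-alpha added together with compound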
Cl transport mod = KCC2 (human) Cl- transport modulation; KCC2 cells, thallium flux FluoZin-2 fluorescence; B-score of Tl+ flux slope (higher = more flux/activation; lower = inhibition) at 10 µM; actives 2.2% (n = 190,000); AID 1456;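 active means thallium flux slope and its plate-corrected score both differing from the plate sample mean at a set confidence after two filtering rounds, in either direction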;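 further: slope of fluorescence scaled to starting intensity during 10 to 20 s after thallium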
FXIIa inh = blocks human coagulation factor XIIa protease activity; purified FXIIa, Boc-QGR-AMC fluorogenic substrate, 2 h; inhibition, % at 5 µM; AID 800; P00748; actives 0.3% (n = 220,000); in the data active means inhibition above about 40%;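 further: 0% = enzyme with no compound and 100% = blank without enzyme; many of its hits are not listed in these tables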
* = called active by the depositor; nt = not tested or not shown.

Each structure is followed by: Rad51 HR inh	KLK5 inh	FXIa inh 1536	thrombin 1536	Cl transport mod	Hck-Nef inh	FXIIa inh	TNF death inh	zVAD death inh
CC(=O)c1ccc(S(=O)(=O)Nc2ccc(-c3cn4c(n3)SCC4)cc2)cc1
 : -1	4	0	42*	0.75	19	5	0.7	16
CCCS(=O)(=O)N1CCCC(C(=O)c2cccc(Cl)c2)C1 (stereo unspecified)
 : -1	28	-5	3	0.32	11	7	0.9	14
O=C(COC(=O)c1n[nH]c2ccccc12)Nc1ccccc1
 : 3	8	-4	-4	-1.2	-2	7	-0.2	0.8
Cc1ccc2nc(NC(=O)c3ccc(-c4nc5ccccc5s4)s3)sc2c1
 : nt	-8	10	1	-0.1	7	8	0.5	nt
Cc1noc(C)c1COc1cccc(C(=O)NCc2ccccc2Cl)c1
 : 0	-4	2	3	-1.4	0	27	-0.3	0.0
COc1ccc(C(=O)N2CC(c3ccccc3)CC2=O)cc1 (stereo unspecified)
 : 14	-7	0	3	-2.6	-3	6	2.2	0.1
CCCc1cc(=O)oc2cc(OCc3ccc(OC)cc3)c(Cl)cc12
 : -3	16	-8	-6	-0.6	1	4	3.7	0.3
O=C(NC1CCCCC1)C1Cc2ccccc2CN1S(=O)(=O)c1ccc(F)cc1 (stereo unspecified)
 : 4	3	13	2	-0.26	9	18	0.2	0.1
Cn1cccc1/C=N/N1CCN(c2ccccn2)CC1
 : -4	-12	3	-5	-0.76	-2	-1	0.3	0.8
Cc1ccc(N/C(N)=N/c2nc(CSc3nnc(C)s3)cc(=O)[nH]2)c(C)c1
 : nt	nt	-1	-1	0.85	-1	4	-8.7	-0.8
CN1CCN(CCCNC(=O)c2cc3c(=O)oc4ccccc4c3s2)CC1
 : 11	15	5	-3	0.49	4	10	2.9	11
Cc1c(C(=O)NCCCN2CCOCC2)sc2nc(-c3ccccc3)cn12
 : nt	-13	3	-3	-0.12	1	14	1.4	6.5
CCN(CC)c1ccc(/C=C2/C(=O)N(c3ccc([N+](=O)[O-])cc3)N=C2N2CCOCC2)cc1
 : nt	4	3	-12	0.19	-1	-4	0.0	0.3
CC(=O)NS(=O)(=O)c1ccc(NC(=S)NC(=O)c2ccco2)cc1
 : -6	4	18	1	2.2	0	43*	-0.2	-0.1
CCCC(=O)Nc1cccc(-c2cn3cccnc3n2)c1
 : 2	-23	-7	-1	-0.37	-2	-11	0.8	4.8
Cc1ccc(S(=O)(=O)N(Cc2n[nH]c(=S)n2-c2ccccc2)c2ccccc2)cc1
 : 1	4	2	1	-0.81	-32	8	5.3	-0.2
COc1cc(SC)ccc1C(=O)Nc1nc(C)cs1
 : 10	-2	0	-7	-1.1	21	6	-1.1	11
CCc1ccc2[nH]c3nc(SCC(=O)NNC(=O)c4ccc(C(C)(C)C)cc4)nnc3c2c1
 : -11	-4	-7	-2	nt	3	-4	-1.8	0.0
O=C(OCc1nnc(-c2ccccc2)o1)c1cc([N+](=O)[O-])ccc1Cl
 : 16	-3	-1	-4	-0.54	3	1	-0.2	0.7
Cc1[nH]c2ccccc2c1C(=O)CSC(=S)N(C)C1CCCCC1
 : nt	-14	4	-4	-0.16	-1	5	6.3	2.2
CCOC(=O)C1=C(C)C(c2ccc(OC)cc2OC)NC(=O)N1 (stereo unspecified)
 : -1	11	3	-5	0.049	1	9	1.4	-0.8
O=C(/C=C/c1ccc(OCCCF)cc1)NCc1ccc(Cl)c(Cl)c1
 : -10	-6	5	-2	nt	0	15	-1.5	2.5
N#C/C(=N\Nc1ccccc1)C(=N)N1CCCCC1
 : 21	8	4	0	0.8	-17	15	-0.2	1.0
NC(=O)CSc1nnc(-c2cc(-c3ccc(Cl)cc3)nc3ccccc23)o1
 : nt	-1	2	-3	-0.7	5	3	0.0	-0.4
Cn1nnnc1SCC(=O)N1CCc2ccccc2C1
 : -1	59*	11	25	0.36	1	35	-1.8	0.4
COc1ccc(C2CC(c3ccccc3)Nc3nc(NC(=O)c4cccs4)nn32)cc1 (stereo unspecified)
 : 3	0	1	-5	-0.055	0	-1	2.2	0.2
Nc1nnnn1CC(=O)N/N=C/c1cc([N+](=O)[O-])ccc1Cl
 : 1	-4	-3	-13	1.6	-3	4	0.6	1.3
CC(C)C(NC(=O)c1ccc(Cl)cc1)C(=O)NC1=NCCS1 (stereo unspecified)
 : -1	-23	-7	-5	1.4	3	2	-1.2	0.3
CC(=O)Nc1ccc(C(=O)NCCc2ccccc2)cc1
 : 35	-1	12	4	1	-1	11	0.3	-0.1
N#Cc1ccc(S(=O)(=O)N2CCCN(c3ccc(C(F)(F)F)cn3)CC2)cc1
 : -13	-7	5	0	-0.93	-10	4	2.1	-0.2
CS(=O)(=O)Nc1ccc(C2=NN(C(=O)C3CCCCC3)C(c3cccs3)C2)cc1 (stereo unspecified)
 : 10	-7	-1	-3	-2	1	3	4.7	0.0
COc1ccc(C(=O)OC(C(=O)c2ccc(C)cc2)c2ccccc2)cc1 (stereo unspecified)
 : 1	6	5	0	0.17	0	16	-3.9	0.8
Cc1onc(-c2ccccc2)c1C(=O)N1CCN(S(=O)(=O)c2ccc3c(c2)OCCO3)CC1
 : -5	-5	-9	-14	0.51	5	-14	1.6	-0.5
COc1ccc(CCNC(=O)CCn2c(=O)c3ccccc3n(CC(=O)NCC3CCCO3)c2=O)cc1OC (stereo unspecified)
 : -7	28	31	22	0.67	16	40*	0.8	-0.6
CC(C)(C)NC(=O)CSc1nc2ccc(NC(=O)CSc3nnnn3Cc3ccccc3)cc2s1
 : 6	-7	4	-2	-1.8	26	8	-6.6	-0.9
CC(=O)Nc1ccc(NC(=O)COC(=O)c2ccc(C)s2)cc1
 : -3	-7	-8	-4	nt	0	-3	0.8	0.4
COCCN1C(=O)C(=O)/C(=C(/O)c2ccc(S(=O)(=O)N3CCOCC3)cc2)C1c1cccc(Cl)c1 (stereo unspecified)
 : -1	10	6	12	0.42	-10	9	0.0	-1.4
COc1cc(/C=C/C(=O)N2C(=O)c3cccc(N)c3C2=O)cc(OC)c1OC
 : 0	-3	7	-14	0.19	2	9	20	-1.1
Cc1cc(=O)n2nc(N3CCCC(C(=O)NC(C)c4ccccc4)C3)sc2n1 (stereo unspecified)
 : -1	-2	0	-3	0.29	-3	12	-1.7	0.1
Cc1ccc(S(=O)(=O)NC(CC(=O)N2CCc3ccccc32)c2ccco2)cc1 (stereo unspecified)
 : 4	-4	-3	-2	-1.1	3	2	-1.3	1.1

A run of entries from the list above, for reference:
Each structure is followed by: Rad51 HR inh	KLK5 inh	FXIa inh 1536	thrombin 1536	Cl transport mod	Hck-Nef inh	FXIIa inh	TNF death inh	zVAD death inh
CC(C)C(NC(=O)c1ccc(Cl)cc1)C(=O)NC1=NCCS1 (stereo unspecified)
 : -1	-23	-7	-5	1.4	3	2	-1.2	0.3
CC(=O)Nc1ccc(C(=O)NCCc2ccccc2)cc1
 : 35	-1	12	4	1	-1	11	0.3	-0.1
N#Cc1ccc(S(=O)(=O)N2CCCN(c3ccc(C(F)(F)F)cn3)CC2)cc1
 : -13	-7	5	0	-0.93	-10	4	2.1	-0.2

Continuation:
Each structure is followed by: Rad51 HR inh	KLK5 inh	FXIa inh 1536	thrombin 1536	Cl transport mod	Hck-Nef inh	FXIIa inh	TNF death inh	zVAD death inh
COc1cc(C)c(NC(=S)Nc2cccc(Cl)c2C)cc1OC
 : 2	-5	2	-10	1.5	-1	4	-3.2	-0.1
O=C(O)c1cccc(Nc2ncnc3ccccc23)c1
 : 6	-13	5	-3	0.36	-3	21	0.5	1.7
CCOc1ccc(C(=O)CC(NCc2cccs2)C(=O)O)cc1 (stereo unspecified)
 : 8	-4	-2	1	0.79	37	4	-3.9	-0.2
O=C(O)CC(C(=O)Nc1ccc(F)cc1)C1CCCO1 (stereo unspecified)
 : nt	-2	-1	-8	-0.1	3	1	4.2	2.2
COc1cc(/C=N/NC(=S)Nc2cccc(C(=O)O)c2)cc(OC)c1OC
 : 9	-4	9	-5	-0.8	0	14	3.6	2.0
CCn1nc(NC(=O)c2ccccn2)c2cc3cccc(C)c3nc21
 : -1	-3	-1	-5	0.78	5	-10	-3.9	-0.5
CCOc1ccccc1NC(=O)COn1nnc2ccc(Cl)cc21
 : 4	1	18	-16	-0.4	0	14	0.1	-0.2
COc1ccc(NC(=O)Cc2nnc(SCC(=O)Nc3cc(C)ccc3OC)n2C)cc1
 : 12	-1	-4	-3	0.73	-1	-9	0.8	0.6
Cc1cccc(C2NS(=O)(=O)N=C2N)c1 (stereo unspecified)
 : -31	-15	-14	-1	-0.073	-2	2	-1.0	0.6
CN(C)C(C)(C)C#CCCCCC#CC(C)(C)N(C)C
 : 13	26	5	7	0.52	2	11	-0.9	0.4
CC(=O)N1N=C(c2ccc(Br)cc2)OC1(C)CC(=O)Nc1ccccc1 (stereo unspecified)
 : -3	-8	2	-6	1.1	2	10	0.2	0.0
C=CCNC(=O)NC(=S)c1ccccc1
 : 14	1	-5	-8	nt	1	10	-1.6	-0.3
COC(=O)c1cc(NC(=O)CN(c2ccc3c(c2)OCO3)S(C)(=O)=O)ccc1Cl
 : 6	4	-6	-5	-0.16	0	10	-0.8	0.4
Cc1cc2cc(CCNC(=O)c3ccc(S(=O)(=O)N4CCOCC4)cc3)c(=O)[nH]c2cc1C
 : -8	0	2	1	-1.1	1	14	-6.2	0.3
Cc1cccn2c(NC(=O)c3cccs3)c(-c3ccccc3)nc12
 : 3	-6	-3	-7	0.023	3	-8	1.7	-0.3
CCCCn1cnc2c1c(=O)n(C)c(=O)n2C
 : -7	1	-1	-7	0.27	1	5	-1.0	0.1
O=C(NCc1ccccc1C(F)(F)F)C1CC(c2ccccc2C(F)(F)F)=NO1 (stereo unspecified)
 : -8	-1	-3	-1	-1.4	17	4	3.4	0.7

Screening data deposited in PubChem by several laboratories.

This is a subset (hit frequency here may not be typical).
